Source: PubChem
TAG inh = inhibitors of triacylglycerol accumulation, primary screen, cell-based, uHTS, fluorescence, H9c2. 230,000 compounds, 0.66% hits. AID 651582, 2012. H9c2 cells, Nile Red lipid (TAG) fluorescence; cells loaded with 200 µM oleic acid. inhibition, % at 12.5 µM;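 active = pattern-corrected inhibition of lipid staining of at least 50% with the nuclear-stain viability signal not falling by more than 50%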;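 note: 0% = DMSO wells and 100% = triacsin C control wells; some results filed as inactive read as strong as hits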
TAG inh DAPI viability = second read-out of TAG inh, no call of its own (marks repeat the call); DAPI nuclei signal change (viability), lower = more cytotoxic, %;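 whole-well DAPI fluorescence read on a plate reader as a viability signal; minus 50 percent equals half of cells still viable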
Active calls of the source: *; i = inactive. Only part of the results is shown, so the mix of outcomes need not match the whole.

SMILES	TAG inh	TAG inh DAPI viability
COc1ccc(CCNC(=O)C(C)SCC(=O)Nc2ccc(F)cc2)cc1 (stereo unspecified)	7	2
COCCN(CC(=O)NCc1ccc(F)cc1)C(=O)CCC(=O)Nc1ccccn1	1	-12
Cc1nccn1C(c1ccccc1)c1ccccc1	-8	8
O=C(c1ccc(CN2CCc3ccccc3C2)cc1)N1CCN(c2ccc(F)cc2)CC1	-12	11
COc1cccc2sc(N(CCN(C)C)C(=O)c3ccc4c(c3)CCCC4)nc12	5	17
C=CCOC(=O)C1=C(C)NC(SCC)=C(C#N)C1c1ccc(Cl)cc1 (stereo unspecified)	-3	-4
COc1ccc(CNCc2cccc(C)c2)cc1	-6	-1
CCCNC(=O)C1(C)CCCN(Cc2ccc(C(=O)OCC)o2)C1 (stereo unspecified)	7	-6
O=C1C(Cl)=C(NCCCN2CCOCC2)C(=O)c2ccccc21	20	-1
O=S(=O)(c1ccccc1)c1cnc(-c2ccccc2)nc1N1CCCC1	20	-12
CSc1nnc(SCC(=O)NC(=O)c2ccccc2)s1	-1	7
COc1cc(O)c(C(CC(=O)N2CCCC(C)C2)c2ccc(N(C)C)cc2)c(OC)c1 (stereo unspecified)	-10	-4
Cc1ccc(C(=O)CCC(=O)Nc2ccc(C)cn2)cc1	14	2
Cc1cc(C(=O)NC(C)CCC(C)C)c2ccccc2n1 (stereo unspecified)	4	0
Nc1nnc(SCC(=O)Nc2cccc(S(N)(=O)=O)c2)s1	-3	2
CC(=NNC(=O)c1cccs1)c1ccc2c(c1)OCCO2	11	6
Cc1nn(-c2ccccc2)c2c1cc1c(=O)n(C)c(=O)nc-1n2-c1ccccc1F	-2	4
O=C(Nc1ccnn1C1CCN(C2CCC2)CC1)c1ccccc1Cl	4	-4
COC(=O)c1cccc([N+](=O)[O-])c1CS(=O)(=O)c1ccc(C)cc1	5	-11
S=c1[nH]nc(-c2ccncc2)n1Cc1ccco1	3	5
O=C(OCc1c(-c2ccccc2)ncc2ccccc12)c1ccc(F)cc1	-21	8
Cc1nc2ccc(C(=O)N3CCN(c4ccccc4)CC3)cn2c1N(C)C(=O)CCc1ccccc1	13	-2
CC(=O)N1N=C(N)SC12CCCC2	7	-7
CCOC(=O)c1c(N)nn(C(C)=O)c1-c1ccccc1	4	3
CC1CN(C2=NC(=O)/C(=C/c3ccncc3)S2)CC(C)O1 (stereo unspecified)	5	3
CCOC(=O)C1(c2ccccc2)CCCNC1=O (stereo unspecified)	9	-2
Nc1nc2cc(S(=O)(=O)NC3=NCCCCC3)ccc2s1	19	-11
C[n+]1ccc(/C=C/c2ccccc2O)c2ccccc21	-9	12
CCOC(=O)CN1C(=O)SC(Nc2ccc(C)cc2)C1=O (stereo unspecified)	0	2
COc1ccc(C2CN=NC23CCc2ccccc2C3=O)cc1 (stereo unspecified)	11	-5
CCOC(=O)Cn1c(=O)oc2cc(S(=O)(=O)Nc3cc(Cl)ccc3OC)ccc21	7	-18
Cc1ccc(CN=c2c([N+](=O)[O-])nn(-c3cccc(C)c3)n2O)cc1	-3	2
CCN1CCN(CC#CCOc2ccccc2OC)CC1	10	6
COc1ccc(OC)c(NC(=O)COC(=O)c2ccc(S(=O)(=O)N3CCOCC3)cc2)c1	0	6
CN(c1ccc(F)cc1)S(=O)(=O)c1ccc(Cl)c(C(=O)NCC(c2ccco2)N2CCCCC2)c1 (stereo unspecified)	-1	-2
CC(C)CCN1CCN(Cc2cccn2-c2cccnc2)CC1CCO (stereo unspecified)	7	7
CCOC(=O)C1CCN(S(=O)(=O)c2cccc(C(=O)Nc3ccccc3)c2)CC1	6	-3
CCOC(=O)/C(O)=C(\C#N)c1nc2ccccc2[nH]1	0	9
CCOC(=O)c1ccccc1NC(=S)N1CCN(C2CCCCC2)CC1	10	-4
CC(C)c1ccccc1NC(=O)Nc1nnc([C@@H]2C[C@H](O)[C@@H](CO)O2)s1	-1	5
O[C@H]1CN(Cc2cccs2)[C@@H](c2ccc(Cl)cc2)C[C@@H]1n1cc(C2CC2)nn1	-5	12
COCCCN(C(=O)c1cc(-c2ccco2)nc2ccccc12)c1c(N)n(Cc2ccccc2)c(=O)[nH]c1=O	7	-5
COc1ccc(CCNC(=O)CC(NS(=O)(=O)c2ccc(NC(C)=O)cc2)C(C)C)cc1OC (stereo unspecified)	13	0
Cc1noc(C)c1NC(=O)N(C)C[C@H]1Oc2ccc(NC(=O)c3ccncc3)cc2C(=O)N([C@H](C)CO)C[C@@H]1C	-7	1
CC(C)NC(=O)N(C)C[C@@H]1Oc2ncc(-c3cccc(C#N)c3)cc2C(=O)N([C@H](C)CO)C[C@@H]1C	4	-5
COc1ccc(CN(C(=O)CCC(=O)N2CCCCC2)c2nccs2)cc1OC	-10	10
COc1cc(S(=O)(=O)Nc2cccc3cn[nH]c23)c(OC)cc1C	-12	7
CSc1ccc(CN2CCC(C)(Oc3ccccc3F)C2)cc1 (stereo unspecified)	-29	-3
COc1ccccc1CNc1nc(NCc2cccs2)nc2ccsc12	-10	5
O=C(Nc1ccccc1NS(=O)(=O)c1ccc(F)cc1)C1CCC1	8	-10
CCOc1ccc(NC(=O)CN(C)C(=O)c2cn3ccccc3n2)cc1OCC	9	-16
CC(OC(=O)c1cccc([N+](=O)[O-])c1)C(=O)N1CCc2ccccc21 (stereo unspecified)	9	0
Cc1cc2c(cc1C)[n+](C)cn2CC(O)COCC1CC=CCC1 (stereo unspecified)	-8	117
C[C@@H]1CN([C@@H](C)CO)C(=O)CCCn2nncc2CO[C@H]1CN(C)C(=O)c1ccc2ccn(C)c2c1	-4	8
COc1ccccc1N1CCN(C(=O)C2CCN(S(=O)(=O)c3ccc(C)cc3)CC2)CC1	1	-2
O=C(CCn1c(=O)oc2ccccc21)N1CCCCCC1	24	-4
COc1cc(/C=C2\C(=N)N3N=CSC3=NC2=O)cc(Br)c1OC(=O)c1ccco1	1	3
COCCNc1nnc(SCC(=O)N2CCN(S(=O)(=O)c3ccccc3)CC2)s1	4	-5
COc1ccccc1-c1ccc(SCc2cccc(C)c2)nn1	1	2
Cc1nc(CSc2n[nH]c(=O)n2-c2ccccc2)cs1	-4	3

Shown in markdown: two of the compounds above
| mol | TAG inh | TAG inh DAPI viability |
| --- | --- | --- |
| O=C(Nc1ccccc1NS(=O)(=O)c1ccc(F)cc1)C1CCC1 | 8 | -10 |
| Cc1nc(CSc2n[nH]c(=O)n2-c2ccccc2)cs1 | -4 | 3 |

(listing goes on)
SMILES	TAG inh	TAG inh DAPI viability
CCC(=O)Nc1sc(Cc2ccc3c(c2)OCO3)c(C)c1C(N)=O	-22	6
Cc1cc(C)cc(N2CC(c3nc4ccccc4n3C)CC2=O)c1 (stereo unspecified)	7	1
CCCCN(CC)CCCNC(=S)Nc1ccc2nc(N3CCN(CC)CC3)cc(C)c2c1	20	14
O=C(Nc1cc(C(F)(F)F)ccc1N1CCOCC1)c1cccc(F)c1	8	-2
CC1(C)CC(=O)C=C(NCCN2CCN(C(=S)Nc3ccccc3)CC2)C1	-5	3
COCCn1c(SCc2cccnc2)nnc1-c1ccco1	-2	-4
CC(=O)N(CCC(c1ccco1)C(C)C)Cc1ccc(Cl)cc1 (stereo unspecified)	-13	-3
Cc1c(C(=O)N(Cc2ccncc2)CC2CCCO2)oc2c(F)cccc12 (stereo unspecified)	-12	5
COc1ccc(-c2cccc(-c3cc(=O)oc4cc(OC)c(OC)c(OC)c34)c2)cc1	-8	-7
CC1CCN(C(=S)c2cn(Cc3ccc(F)cc3)c3ccccc23)CC1	-21	-11
O=C(CSc1ccc(-c2cccnc2)nn1)Nc1ccc(F)c(F)c1	-9	6
CCCC(C)NC(=O)Cc1ccc(S(=O)(=O)N2CCOCC2)s1 (stereo unspecified)	-5	2
CCc1ccc(/C=C2\Oc3c(ccc(O)c3CN3CCN(CCO)CC3)C2=O)cc1	1	15
Cc1cnc(NC(=O)CC2CCCC2)s1	15	-1
c1ccc(C2CC(c3cccs3)Nc3nnnn32)cc1 (stereo unspecified)	-2	-3

Single records, from the list above. Values in the order: TAG inh, TAG inh DAPI viability
Cc1ccc(C(=O)CCC(=O)Nc2ccc(C)cn2)cc1 reads 14, 2
COCCn1c(SCc2cccnc2)nnc1-c1ccco1 reads -2, -4
COc1cccc2sc(N(CCN(C)C)C(=O)c3ccc4c(c3)CCCC4)nc12 reads 5, 17

Later entries.
SMILES	TAG inh	TAG inh DAPI viability
O=C(N/C(=C\c1ccccc1)C(=O)N1CCCCC1)c1ccc(Br)o1	-5	-8
CC(C)CNC(=O)C1CCN(c2ccc(S(=O)(=O)N3CCOCC3)cc2[N+](=O)[O-])CC1	-3	-3
Cn1c(COc2ccc3ccccc3c2)nnc1SCC(N)=O	-20	3
COc1cccc(CNc2nc3ccccc3n2C)c1O	-14	-3
Cc1ccc(C(=O)O/N=C(\N)c2cccnc2)cc1[N+](=O)[O-]	-5	6
CCCn1c(=O)[nH]c(=O)c2c(C(=O)OCC)cc(-c3cccs3)nc21	4	i
Cc1ccc(NC(=O)COC(=O)CCc2nc3ccccc3c(=O)[nH]2)c(Br)c1	2	0
CCOc1ccc(N2C(=O)C3ON(C)C(c4ccc([N+](=O)[O-])cc4)C3C2=O)cc1 (stereo unspecified)	4	5
CCOP(=O)(OCC)c1nc(-c2ccc(Cl)cc2)oc1NCc1ccccc1	-15	51
CC(C)(C)[C@@H]1C=C(C(=O)Nc2ccccc2)O[C@H](OCc2ccc(CO)cc2)C1	-5	-1
Cc1nn(Cc2ccc(Cl)cc2)c(C)c1NC(=O)c1noc2c1CCc1ccccc1-2	-5	-2
CN(CC(=O)Nc1cccc(Cl)c1)S(=O)(=O)/C=C/c1ccccc1	-11	-3
CCN(CCN1CCCC1)C(=O)c1cc(COc2ccccc2SC)on1	5	-1
CN(C)CCCN(Cc1ccccc1)C(=S)NCc1ccccc1	9	8
CN(C)c1ccc(O)c2c1CC1CC3C(N(C)C)C(=O)C(C(N)=O)=C(O)[C@@]3(O)C(=O)C1=C2O (stereo partly specified)	-5	-3
C[C@H](NC(=O)c1nc[nH]c1C(=O)NCC(=O)OC(C)(C)C)c1ccccc1	4	5
C=CCNc1nc(C2(C)CC3(CC(C)OC3=O)C(=O)O2)cs1 (stereo unspecified)	-8	-9
Nc1nc(NCCCN2CCOCC2)nc(NCc2ccccc2)c1[N+](=O)[O-]	8	4
Cc1cc(=O)oc2cc(OCc3ccc(C(=O)OCC(=O)N(C)C4CCS(=O)(=O)C4)cc3)ccc12 (stereo unspecified)	12	-6
NC(=O)CS(=O)(=O)c1nc2ccccc2n1Cc1ccccc1F	2	4
COc1ccc(NC(=O)c2cc(-c3cc(C)cc(C)c3O)n[nH]2)cc1Cl	31	20
COCc1cc(C)nc(SCC(=O)Nc2ccc3c(c2)n(C)c(=O)n3C)c1C#N	6	3
Cc1nn(CC(=O)Nc2ccc3c(c2)nc2n3CCN(C3CCCCC3)C2)c(=O)c2ccccc12	18	3
COc1ccc2c(c1OC)C(=O)N(c1ccccn1)C2	3	7
Nc1ccc(S(=O)(=O)NCC(=O)OC2CCOC2=O)cc1[N+](=O)[O-] (stereo unspecified)	5	-3
O=C(CCc1ccccc1)NNC(=O)c1ccc(Br)cc1	-5	i
COc1ccc([C@H]2CC(=O)C=C(c3cccc(CO)c3)C2)cc1	-18	6
CCN(CC)c1ccc(C(=O)N2CCN(Cc3ccccc3)CC2)cc1	-13	12
N#Cc1ccccc1Oc1ccc(S(=O)(=O)N2CCCCC2)cn1	3	8
COc1ccc(CNC(=O)COc2ccc(S(=O)(=O)N3CCCCC3)cc2Cl)cc1	30	5
O=C(COc1ccccc1Cl)Nc1ccc2c(c1)C(=O)NC2=O	11	2
CCOC(=O)c1nc2cc3n(c(C)c-2c1C)C(C)C(CC)=C3C (stereo unspecified)	-13	20
O=S(=O)(c1ccccc1)N(CC(O)COc1ccccc1)c1ccccc1 (stereo unspecified)	-14	6
O=C(CCc1ccc(CCC(=O)c2cccs2)s1)c1cccs1	-27	11
C[C@@H](NC(=O)c1nc[nH]c1C(=O)N[C@@H](Cc1ccccc1)C(=O)OC(C)(C)C)c1ccccc1	-12	-1
O=C1N[C@@H](Cc2ccccc2)C(=O)N2[C@@H]3N(S(=O)(=O)c4ccccc4)c4ccccc4[C@]3(Br)C[C@@H]12	29	-10
CC1(C2CC2)NC(=O)N(CC(=O)N2CCN(c3ccc(F)cc3)CC2)C1=O (stereo unspecified)	5	-6
COc1ccc(Nc2nnc(SC(C)C(=O)NC3CC3)s2)cc1 (stereo unspecified)	-7	-4
CCN1CCCC1CNS(=O)(=O)c1cccc(C(F)(F)F)c1 (stereo unspecified)	0	3
COc1cc2c(cc1OC)C1Cc3ccc(OC)c(OC)c3C[N+]1([O-])CC2 (stereo unspecified)	3	2
CC1Oc2ccccc2C=C1/C=N/NC(=O)c1ccncc1 (stereo unspecified)	15	-4
O=C(Nc1nnc(-c2ccc(Br)cc2)o1)c1ccco1	-2	-8
O=C(CNS(=O)(=O)c1ccccc1)Nc1cccc([N+](=O)[O-])c1	7	-8

Part of the list above, with two lines to a compound.
Fields – TAG inh, TAG inh DAPI viability
O=C(COc1ccccc1Cl)Nc1ccc2c(c1)C(=O)NC2=O
 : 11, 2
CC1(C2CC2)NC(=O)N(CC(=O)N2CCN(c3ccc(F)cc3)CC2)C1=O (stereo unspecified)
 : 5, -6
C[C@@H](NC(=O)c1nc[nH]c1C(=O)N[C@@H](Cc1ccccc1)C(=O)OC(C)(C)C)c1ccccc1
 : -12, -1
O=S(=O)(c1ccccc1)N(CC(O)COc1ccccc1)c1ccccc1 (stereo unspecified)
 : -14, 6
CC1Oc2ccccc2C=C1/C=N/NC(=O)c1ccncc1 (stereo unspecified)
 : 15, -4
O=C(Nc1nnc(-c2ccc(Br)cc2)o1)c1ccco1
 : -2, -8
